SMN2 splice up: qHTS Assay for Enhancers of SMN2 Splice Variant Expression | HEK293 SMN2-luciferase splicing reporter, luminescence, 30-36 h | AID 1458, 2008 | Potency, µM (doses to about 46.1 µM), for inactives: at the top dose activity change, positive = activation, actives largely listed as activators | 210,000 compounds, 2.8% hits; note: % of control where 0% means no effect; nearly all actives have a fitted effect of over 55% in size
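HEK293 cells carry an SMN2 minigene-luciferase reporter in which exon 7 inclusion puts luciferase in frame. Cells were seeded at 2000 cells/well, attached for 10-12 hours, then exposed to compounds for 30-36 hours at 37C before ONE-Glo luminescence.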
GLA spleen mod: qHTS Assay for Inhibitors and Activators of Human alpha-Galactosidase From Spleen Homogenate; human spleen homogenate, 4MU-alpha-Gal fluorescence, 40 min; Potency, µM (highest dose often 80 µM), for the others: at the highest dose activity change, negative = inhibition, most hits filed as inhibitors; 240,000 compounds, 0.008% hits;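 note: 0% = enzyme with vehicle and -100% = no enzyme basal signal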
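Inhibition or activation of alpha-galactosidase in human spleen homogenate is scored by 4-MU fluorescence after 40 min at 37C, pH 5.0, with 1 mM substrate. AC50s come from concentration-response fitted to the Hill equation.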
ALDH1A1 inh: qHTS Assay for Inhibitors of Aldehyde Dehydrogenase 1 (ALDH1A1) | Aldehyde dehydrogenase 1A1 (Homo sapiens), P00352 | Purified ALDH1A1, NADH fluorescence, propionaldehyde substrate | Potency, µM (highest dose often 75.3 µM), without a hit: top-dose activity, negative = inhibition, most hits filed as inhibitors | 220,000 compounds, 7.3% hits | AID 1030, 2008; active = well fitted inhibition curve with a large enough effect, not every such curve was filed as active; inconclusive = small, poorly fitted or top-dose-only effect, or another doubt; inactive = no such curve, though single readings can be large or run the other way;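 note: plate controls were no enzyme wells and a reference inhibitor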
Target sequence (P00352 whole entry, looked up): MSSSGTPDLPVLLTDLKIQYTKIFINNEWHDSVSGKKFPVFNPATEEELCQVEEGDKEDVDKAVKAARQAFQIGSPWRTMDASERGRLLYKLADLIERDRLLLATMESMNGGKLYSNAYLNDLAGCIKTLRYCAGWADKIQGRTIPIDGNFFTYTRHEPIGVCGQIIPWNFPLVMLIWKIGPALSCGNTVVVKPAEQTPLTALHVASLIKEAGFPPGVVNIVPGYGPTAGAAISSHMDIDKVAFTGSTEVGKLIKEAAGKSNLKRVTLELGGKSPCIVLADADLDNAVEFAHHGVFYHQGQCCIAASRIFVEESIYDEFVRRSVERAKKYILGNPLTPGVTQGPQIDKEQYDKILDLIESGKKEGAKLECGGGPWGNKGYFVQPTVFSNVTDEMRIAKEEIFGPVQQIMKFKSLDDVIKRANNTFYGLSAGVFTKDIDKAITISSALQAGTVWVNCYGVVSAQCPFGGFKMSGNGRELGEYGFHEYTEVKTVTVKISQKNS
GoLoco inh red: qHTS Assay for Inhibitors of RGS12 GoLoco Motif Activity (Red Fluorophore). Gai1:RGS12 GoLoco peptide FP, rhodamine, 10 min. Potency, µM (doses to about 61.6 µM), for inactives: at the top dose activity, negative = inhibition, actives largely listed as inhibitors. 230,000 compounds, 0.44% hits; active = well fitted inhibition curve with a large enough effect, not every such curve was filed as active; inactive = no such curve, though single readings can be large or run the other way; note: % is set by controls: 0 for no effect and ±100 for the full control effect; nearly all actives have a fitted effect of over 30% in size; many of its hits are not listed in these tables
GAA glycogen mod: qHTS Assay for Inhibitors and Activators of Human alpha-Glucosidase Cleavage of Glycogen; Lysosomal alpha-glucosidase (Homo sapiens), P10253; recombinant GAA, glycogen substrate, Amplex Red glucose oxidase fluorescence; Potency, µM (top dose mostly 76.4 µM), for the others: top-dose activity change, negative = inhibition, usual class: inhibitors; 300,000 compounds, 0.38% hits; AID 2100, 2009;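 note: 0% = full enzyme reaction and -100% = no-enzyme basal signal; the screen sought inhibitors and activators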
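Recombinant enzyme (4 nM final) with compounds titrated up to 77 uM and bovine liver glycogen (30 ug) in citrate pH 5.0, 0.01% Tween-20, 37 C 40 min. Released glucose detected by Amplex Red/glucose oxidase (Ex 573/Em 610); AC50 from Hill fits.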
GAA spleen mod: qHTS Assay for Inhibitors and Activators of Human alpha-Glucosidase From Spleen Homogenate. Lysosomal alpha-glucosidase (Homo sapiens), P10253. human spleen homogenate, 4-MU-alpha-glucoside fluorescence. Potency, µM (highest dose often 79.9 µM), for the others: at the top dose activity change, negative = inhibition, usual class: inhibitors. 240,000 compounds, 0.006% hits. AID 2112, 2009;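 note: 0% = enzyme with vehicle and -100% = no enzyme basal signal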
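Enzyme source: human spleen homogenate, 1 ug/well. Buffer 50 mM citric acid/K phosphate pH 5.0, 0.01% Tween-20. 4-MU-alpha-glucoside 1 mM; 37 C x 40 min; NaOH/glycine stop; fluorescence.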
JMJD2E inh: qHTS Assay for Inhibitors of Human Jumonji Domain Containing 2E (JMJD2E). Potency, µM (top dose mostly 57.1 µM), without a hit: at the highest dose activity change, negative = inhibition, actives largely listed as inhibitors. Lysine-specific demethylase 4E (Homo sapiens), B2RXH2. 230,000 compounds, 1.6% hits. JMJD2E catalytic domain, FDH-coupled NADH fluorescence (FDH is formaldehyde dehydrogenase). AID 2147, 2009; active = well fitted inhibition curve with a large enough effect, not every such curve was filed as active; inconclusive = small, poorly fitted or top-dose-only effect, or another doubt; inactive = no such curve, though single readings can be large or run the other way;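 note: 0% = wells with enzyme and -100% = buffer wells without enzyme; nearly all actives have a fitted effect of over 50% in size; many of its hits are not listed in these tables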
Target sequence (B2RXH2 1-337 limits assumed): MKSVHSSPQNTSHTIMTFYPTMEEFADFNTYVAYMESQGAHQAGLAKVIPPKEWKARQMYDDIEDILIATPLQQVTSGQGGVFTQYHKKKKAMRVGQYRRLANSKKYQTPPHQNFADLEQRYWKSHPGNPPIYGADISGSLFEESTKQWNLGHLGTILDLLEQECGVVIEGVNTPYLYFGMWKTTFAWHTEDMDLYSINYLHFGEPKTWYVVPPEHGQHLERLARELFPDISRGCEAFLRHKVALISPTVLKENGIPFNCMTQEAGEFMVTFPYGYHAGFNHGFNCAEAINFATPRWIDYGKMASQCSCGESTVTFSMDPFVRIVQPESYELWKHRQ
GAA inh: qHTS Assay for Inhibitors of Human alpha-Glucosidase as a Potential Chaperone Treatment of Pompe Disease; Potency, µM (doses to about 76.9 µM), inactives show top-dose activity change, negative = inhibition, most hits filed as inhibitors; purified human GAA, 4-MU-alpha-glucoside fluorescence; 200,000 compounds, 0.005% hits; AID 1466, 2008;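 note: plate controls were uninhibited enzyme wells for no effect and no-enzyme background for full effect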
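Enzyme (4 nM final) mixed with compound (up to 77 uM), then 4-MU-alpha-D-pyranoside (400 uM final) added; 20 min at room temperature, pH 5.0. Reaction stopped at pH 10, fluorescence read, AC50 derived by Hill fit.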
* hit, by the source's call; ? = inconclusive; . = no result given; [ ] = dose if it differs, or a comment. Unless noted, calls come from the whole dose curve; as a rule, active = well fitted curve in the direction sought with a large enough effect; inconclusive = small, poorly fitted or top-dose-only effect, or another doubt; inactive = no such curve, though single readings can be large; an effect the other way counts as inactive or inconclusive. Potency is the fitted concentration of half-maximal effect.

canonical_smiles | SMN2 splice up | GLA spleen mod | ALDH1A1 inh | GoLoco inh red | GAA glycogen mod | GAA spleen mod | JMJD2E inh | GAA inh
c1ccc(-c2ccc(N3CC4(CCNCC4)C3)cc2)cc1 | -65%[inhibitor] | 1% | ? | -8% | . | -12% | . | .
COc1ccccc1OCC(=O)Nn1c(=S)[nH]c2ncccc2c1=O | 16% | -20% | -10% | 1% | ? | -7% | 4% | -4%
COC(=O)CC1=C(C(=O)OC)C(c2cc(OC)c(OC)cc2OC)C(C#N)=C(N)O1 (configuration not stated) | 26% | -2% | ? | 2% | -17% | -11% | ? | 0%
CCOC(=O)c1c(C)n(C)c2ccc(OCC(O)Cn3nc(C)cc3C)cc12 (configuration not stated) | 18% | -12% | 3% | 2% | -1% | -14% | ? | 2%
C/C(=N/NS(=O)(=O)c1ccc(C)cc1)c1cccc(NC(=O)c2cccc(Cl)c2)c1 | -13% | -23% | -5% | 8% | -2% | -13% | -1% | ?
Cc1ccc(NC(=O)NC(=O)N(c2ccccc2)S(C)(=O)=O)cc1 | 2% | 1% | 1% | 7% | 4% | 0% | 1% | -4%
COc1ccc(-c2nn(-c3ccccc3)cc2/C=N/NC(=O)c2ccc3c(c2)OCO3)cc1 | 25% | -9% | ? | 6% | 3% | -3% | ? | -9%
Cc1ccccc1OCCNc1cc(N2CCNCC2)ccc1[N+](=O)[O-] | . | 2% | -15% | 11% | -8% | -3% | 4% | -3%
CCc1cc2c3c(c1)C(C)CC(C)(C)N3C(=O)C2=O (configuration not stated) | -10% | -6% | 0.32µM* | -3% | -4% | -5% | ? | 1%
O=C(NCCCN1CCC(Cc2ccccc2)CC1)C1CC(=O)N(C2CCCC2)C1 (configuration not stated) | 4% | -8% | -6% | 133%[activator] | -4% | -7% | 8% | 2%
CNC(=S)Nc1ccc(C23CC4CC(CC(C4)C2)C3)cc1 | . | 0% | -3% | . | -10% | 1% | 3% | -1%
Cc1ccc(C(=O)/C=C/c2ccco2)c(O)c1 | 15% | -5% | ? | 8% | 1% | 0% | -29% | -1%

Gathered by group, the entries above with an aryl methoxy group (3)
canonical_smiles | SMN2 splice up | GLA spleen mod | ALDH1A1 inh | GoLoco inh red | GAA glycogen mod | GAA spleen mod | JMJD2E inh | GAA inh
COc1ccccc1OCC(=O)Nn1c(=S)[nH]c2ncccc2c1=O | 16% | -20% | -10% | 1% | ? | -7% | 4% | -4%
COC(=O)CC1=C(C(=O)OC)C(c2cc(OC)c(OC)cc2OC)C(C#N)=C(N)O1 (configuration not stated) | 26% | -2% | ? | 2% | -17% | -11% | ? | 0%
COc1ccc(-c2nn(-c3ccccc3)cc2/C=N/NC(=O)c2ccc3c(c2)OCO3)cc1 | 25% | -9% | ? | 6% | 3% | -3% | ? | -9%

Next entries
canonical_smiles | SMN2 splice up | GLA spleen mod | ALDH1A1 inh | GoLoco inh red | GAA glycogen mod | GAA spleen mod | JMJD2E inh | GAA inh
CCCc1[nH]nc2c1C(c1ccc(OC(=O)N3CCOCC3)c(OC)c1)C(C#N)=C(N)O2 (configuration not stated) | -2% | 6% | ? | 3% | -20% | -5% | -18% | -8%
CCn1c(SCc2nc3ccccc3nc2C)nnc1-c1cccs1 | -27% | 1% | 0% | 14% | -5% | 0% | -2% | -2%
CCN1CCN(c2nc(-c3cccs3)nc3ccccc23)CC1 | -65%[inhibitor] | 2% | 12% | -3% | 9% | -3% | 2% | 0%
CSc1nc(Cl)c(Cc2ccc(OC(C)C)cc2)c(N2CCOCC2)n1 | -45%[inhibitor] | 6% | -3% | -9% | 0% | 1% | 0% | 2%
Cn1c(C2=C(O)CN(Cc3ccccc3)C2=N)nc2ccccc21 | . | -9% | ? | 8% | -4% | -9% | -4% | 2%[15.4 µM]
COc1cccc(CNC(=O)CCC2CCCN(C(=O)C3=CC(=O)CC(C)(C)O3)C2)c1 (configuration not stated) | . | -2% | 8% | 5% | 17% | -2% | 1% | ?
CC(C)CN(CC(C)C)CC(O)COc1ccccc1Br (configuration not stated) | -40%[inhibitor] | 4% | 5% | 5% | 2% | -16% | 0% | ?
Cc1ccc(OCC(=O)NC(=S)Nc2ccc(Br)c(C)n2)cc1 | 3% | -5% | 0% | 5% | 5% | -5% | 1% | -2%
Cc1cc(NC(=O)c2sccc2C)n(-c2nc3ccccc3[nH]2)n1 | -53%[inhibitor] | -6% | -7% | 5% | 11% | -1% | -24% | -10%
COc1ccc2nc(NCc3ccccc3)[nH]c2c1 | 13µM* | -2% | 2% | 9% | 2% | 0% | -2% | 5%
COc1ccc(CC(NC(C)=O)C(=O)NC2CCN(C(=O)NCc3ccccc3)CC2)cc1 (configuration not stated) | 6% | 2% | 4% | 3% | 5% | -3% | 3% | 0%
CC(=O)N1CC[n+]2c(-c3ccc([N+](=O)[O-])cc3)csc21 | . | -13% | . | -14% | 4% | 2% | ? | .
COc1cc(OC)cc(C(=O)Nc2ccc(S(=O)(=O)Nc3nc(C)cc(C)n3)cc2)c1 | 10% | -5% | ? | 15% | -20% | 0% | -5% | 2%
CC1Cc2ccccc2N1C(=O)CSc1nccc(=O)[nH]1 (configuration not stated) | . | 5% | ? | 2% | -16% | 6% | 6% | 15%
CCCc1cc(=S)n2c([nH]c3ccccc32)c1C#N | . | 20% | . | -9% | -28% | ? | ? | .
O=C(O)Cn1cc(C(=O)C(F)(F)F)c2ccccc21 | . | -2% | -5% | 6% | 21% | -3% | ? | 12%
CC(C)(C)SCCNS(=O)(=O)c1ccccc1 | 9% | -24% | ? | -6% | 1% | -13% | -1% | -6%
CSc1nc(Oc2ccccc2)c2sccc2n1 | -4% | 1% | -7% | 3% | -6% | -7% | 2% | -5%
CCC(=O)Nc1nnc(CCc2ccccc2)s1 | ? | 3% | ? | -1% | 2% | -6% | -3% | ?
CC1(C)Cc2c(sc3nc(SCC(=O)NCc4ccccc4)n(-c4ccccc4)c(=O)c23)CS1 | 1% | 12% | 10% | 3% | -2% | -1% | 1% | -15%
CCCn1c(=O)c2ccccc2n2c(SCc3c(C(=O)OCC)oc4ccccc34)nnc12 | 12% | -13% | -10% | 16% | 0% | 1% | 3% | -4%
COc1ccccc1-c1cc(NCc2cccs2)ncn1 | . | 10% | -8% | 8% | . | 5% | . | .
C=CCN1C(=O)C(CC(=O)Nc2ccccc2)SC1=Nc1c(C)n(C)n(-c2ccccc2)c1=O (configuration not stated) | -2% | -16% | 7% | 10% | -3% | 0% | 1% | 11%
CC(OC(=O)c1ccc(S(=O)(=O)N(C)C)cc1)C(=O)Nc1ccc(Cl)cn1 (configuration not stated) | -1% | -3% | 12% | 4% | 17% | 3% | 12% | 0%
O=C(CSc1nnc(CNc2ccc(F)cc2)o1)N1c2ccccc2Sc2ccccc21 | -15% | -6% | 3% | -3% | 4% | -6% | -5% | 0%
CCOC(=O)/C(C#N)=C\N(C)C | -1% | -6% | 2% | -9% | 5% | -10% | 9% | -3%
O=C(CCCOc1ccccc1)Nc1cccc([N+](=O)[O-])c1 | . | 1% | -4% | 7% | 19% | 1% | -7% | 7%
COc1ccc(C(=O)/C=C/c2ccccc2)c(O)c1 | -19% | 5% | -10% | 1% | -16% | 4% | 4% | 1%
CC(=O)N(Cc1ccccc1)Cc1nc2sc(C)c(C)c2c(=O)[nH]1 | . | 0% | -2% | 13% | -3% | -1% | -18% | 2%
Cn1c(=O)c2c(nc(CN3CCOCC3)n2CCCc2ccccc2)n(C)c1=O | -12% | -4% | -5% | -10% | -3% | -12% | -1% | 1%
COc1cc2[nH]c(=O)n(C3CCCCC3)c(=O)c2cc1OC | ? | 9% | ? | -3% | 1% | 8% | ? | 1%
COc1cc2c(cc1OC)C(C)N(C(=O)c1c(-c3ccccc3)noc1C)CC2 (configuration not stated) | . | 5% | . | 3% | 5% | -3% | -4% | .
O=C(CC1(O)C(=O)c2ccccc2C1=O)c1ccccc1 | -2% | 3% | ? | -2% | 5% | -5% | -7% | 2%
O=C1C2C3C=CC(C3)C2C(=O)N1Cc1cccnc1 (configuration not stated) | 1% | 16% | 4% | 1% | 5% | -12% | 6% | 2%
O=C(O)c1cc(NN=Nc2cccc([N+](=O)[O-])c2)cc([N+](=O)[O-])c1 | . | -6% | 20µM* | 5% | 7% | -3% | 1% | -12%
Cc1ccc(S(=O)(=O)Oc2ccccc2/C=N/O)cc1 | 9% | -7% | -14% | 9% | 22% | -4% | -2% | 7%
CC1=C/C(=N\OS(=O)(=O)c2ccccc2)C=CC1=O | -17% | 6% | 11µM* | 28µM* | -3% | 1% | ? | -3%
Cc1nn2c3c(cnc2c1-c1ccccc1)C(=O)CC(c1ccccc1)C3 (configuration not stated) | -16% | 3% | ? | -1% | 9% | -7% | 4% | -13%
COC(=O)CCC(=O)Nc1ccc(OC)cc1 | -2% | 6% | ? | 8% | 7% | 1% | 6% | -9%
COc1cc2c(cc1Cl)/C(=C\CCN(C)C)c1ccccc1S2 | -43%[inhibitor] | 7% | 3% | 0% | -7% | -2% | -4% | -3%
[2H]c1c([2H])c([2H])c(C(=O)c2sc(N3CCCCCC3)nc2-c2ccccc2)c([2H])c1[2H] | -25% | -6% | ? | -2% | 0% | 1% | 2% | 3%
O=C(NC1CC1)c1ccc(-c2nc3ccccc3s2)s1 | 0.5µM* | -6% | -6% | 7% | 4% | -1% | ? | 5%

Bioassay records (PubChem)

Not all compounds are listed. The share of hits here may be higher or lower than overall.
